D3 ag: agonists of human D3 dopamine receptor; P35462; D3R DiscoveRx beta-arrestin cells, luminescence, 90 min; max activation, %; actives 0.58% (n = 410,000); AID 652048; in the data active means max activation above about 30%; further: 0% is about no effect; mostly tested at two doses, the higher about 12 µM
Target sequence (P35462 whole entry, looked up): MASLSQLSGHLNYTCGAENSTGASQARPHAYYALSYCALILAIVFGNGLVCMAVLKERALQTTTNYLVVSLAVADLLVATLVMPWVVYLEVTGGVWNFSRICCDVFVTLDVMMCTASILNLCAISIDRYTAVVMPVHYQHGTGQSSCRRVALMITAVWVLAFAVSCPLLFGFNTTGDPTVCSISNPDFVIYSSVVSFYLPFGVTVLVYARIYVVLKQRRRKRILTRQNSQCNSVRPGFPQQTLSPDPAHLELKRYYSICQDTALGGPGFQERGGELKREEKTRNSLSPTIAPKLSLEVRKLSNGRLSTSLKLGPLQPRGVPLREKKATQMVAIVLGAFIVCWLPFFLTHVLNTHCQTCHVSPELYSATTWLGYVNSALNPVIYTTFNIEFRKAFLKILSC
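Agonist mode: compounds and dopamine controls were applied to plated cells for 90 min at 37 degrees C after an overnight attachment at 1500 cells/well. Luminescent read-out followed 30 - 60 minutes at room temperature with DiscoveRx detection reagent.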
WRN helicase inh: inhibitors of human WRN helicase | Q14191 | WRN helicase unwinding, fluorescent forked duplex, kinetic | Potency, µM (highest dose often 114 µM), inactives show at the top dose activity change, negative = inhibition, hits mostly inhibitors | actives 0.46% (n = 360,000) | AID 651768; further: potency means the concentration at half of the fitted maximal effect; on the % scale 0 is the no-effect control and ±100 the full control effect; nearly all actives have a fitted effect of over 55% in size
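WRN at 20 nM final was preincubated with compound for 15 min at room temperature; reaction started with 100 nM forked duplex oligonucleotide carrying fluorophore and quencher plus 2 mM ATP (final). Unwinding followed kinetically by red fluorescence (ex 525/em 598 nm).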
DRD3 antagonist: antagonists of human D3 dopamine receptor; D3R cells, DiscoveRx beta-arrestin luminescence, antagonist mode; active compounds read low; actives 2.5% (n = 360,000); max response, negative = inhibition, %; in the data active means max response below about -50%; inconclusive means no clear call, values can overlap the other calls; further: on the % scale 0 is the no-effect control and ±100 the full control effect; mostly tested at two doses, the higher about 12 µM
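Cells expressing the human receptor were seeded at 1500 cells/well, incubated overnight at 37 degrees C in 5% CO2, then exposed to library compounds with dopamine controls for 90 minutes at 37 degrees C before luminescent detection.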
GLP1R inv ag: GLP-1 receptor (human) inverse agonism; Potency, µM (highest dose often 38.3 µM), without a hit: top-dose activity change, negative = inhibition, hits mostly inhibitors; P43220; AID 624417; HEK293 GLP-1R CRE-luciferase, luminescence, 24 h; GLP-1R form is constitutively active; actives 1.6% (n = 410,000); further: potency means the concentration at half of the fitted maximal effect; on the % scale 0 is the no-effect control and ±100 the full control effect; nearly all actives have a fitted effect of over 55% in size
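Assay principle: reduced luminescence from a cAMP-responsive reporter in HEK293 cells co-expressing a constitutively active GLP-1R. Conditions: 24 hr compound incubation, 37 deg C, 5% CO2.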
IL-2 act: activators of IL-2 | IL-2 activation reporter assay, cell-based qHTS; stimulated with anti-CD3/CD4/CD28 beads; in transgenic mouse T cells | activation, % (series mostly up to about 46 µM) | actives 0.065% (n = 360,000); in the data active means activation above about 50%; inconclusive means mostly about 30% to 49%; further: 0% is about no effect
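Quantitative HTS in unstimulated transgenic mouse T cells, with memory T cells as non-tolerant control and PMA/ionomycin as tolerance-bypass control. Compound pretreatment lasted 60 minutes before 18 h bead stimulation; EGFP/DsRed fluorescence read.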
GLP1R cytotox: cytotoxicity in counter-screen for GLP-1R inverse agonists; HEK293 cAMP-luciferase reporter cells, luminescence, 24 h; Potency, µM (titrated, usually from 38.3 µM), for inactives: at the top dose activity change, negative = inhibition, usual class: inhibitors; actives 0.13% (n = 410,000); AID 624418;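 further: loss of luciferase light is scored as toxicity; potency means the concentration at half of the fitted maximal effect; on the % scale 0 is the no-effect control and ±100 the full control effect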
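A 23 nL compound transfer followed 12 hours of cell culture at 37 deg C; exposure then lasted 24 hr. Luciferase assay detection reagent was dispensed and plates read for luminescence after a 12 min room-temperature wait.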
PI5P4Ka inh: PI5P4K alpha (human) kinase inhibition; P48426; PI5P4Kalpha enzyme, ADP-Glo luminescence, 60 min; active compounds read low; max response, %; actives 1.2% (n = 330,000); active means max response of -50% or lower; inconclusive means between -30% and -50%; inactive means -30% or higher; further: value at the top dose of about 77 µM; on the % scale 0 is the no-effect control and ±100 the full control effect
Target sequence (P48426 whole entry, looked up): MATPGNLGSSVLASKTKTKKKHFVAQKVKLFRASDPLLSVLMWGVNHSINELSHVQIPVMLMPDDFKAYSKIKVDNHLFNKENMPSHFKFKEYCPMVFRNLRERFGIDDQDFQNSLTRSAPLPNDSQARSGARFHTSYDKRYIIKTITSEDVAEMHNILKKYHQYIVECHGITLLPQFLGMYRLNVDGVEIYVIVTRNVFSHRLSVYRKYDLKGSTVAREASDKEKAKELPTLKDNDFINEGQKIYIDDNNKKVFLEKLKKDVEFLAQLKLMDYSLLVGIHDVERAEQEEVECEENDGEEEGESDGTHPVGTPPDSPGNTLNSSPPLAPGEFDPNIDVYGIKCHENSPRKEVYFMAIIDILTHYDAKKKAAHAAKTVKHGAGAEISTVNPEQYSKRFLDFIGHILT
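Compounds were pin-transferred onto PI5P4Kalpha and substrate in HEPES pH 7.4 buffer with EGTA, CHAPS and 5% DMSO. ATP (5 microM final) started the reaction, which ran 60 minutes at room temperature before ADP-Glo detection.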
PLK1 PBD inh: PLK1 (human) polo-box domain binding inhibition; P53350; Plk1 PBD binding of FITC phosphopeptide, fluorescence polarization; Potency, µM, for the others: max response, negative = inhibition, usual class: inhibitors; actives 2.8% (n = 360,000); AID 720504; further: potency means the concentration at half of the fitted maximal effect; series mostly up to about 57 µM; on the % scale 0 is the no-effect control and ±100 the full control effect; nearly all actives have a fitted effect of over 65% in size
GLP-1R agonist: GLP-1 receptor (human) agonism. HEK293 GLP-1R CRE-luciferase, luminescence, 4-6 h; cells express a hypersensitive GLP-1R form. actives 0.007% (n = 380,000). AID 624172. Potency, µM (top dose mostly 45.6 µM), inactives show at the highest dose activation, most hits filed as activators. P43220; further: potency means the concentration at half of the fitted maximal effect; % of control where 0% means no effect
* hit, by the source's call; ? = inconclusive; . = not tested or not shown; & = joins results of further samples; [ ] = remark or other dose. Unless noted, the call rests on the fitted dose curve; in most records, active means well fitted curve in the direction sought with a large enough effect; inconclusive means small, poorly fitted or top-dose-only effect, or another doubt; inactive means no such curve, though single readings can be large; an effect the other way counts as inactive or inconclusive.

nr	SMILES	D3 ag	WRN helicase inh	DRD3 antagonist	GLP1R inv ag	IL-2 act
1	CCOC(=O)N1CCN(Cc2c(F)cccc2Cl)CC1	-18	12%	-6	14%	-2.9
2	COc1ccc(OC)c(NC(=O)c2ccc(NS(C)(=O)=O)cc2)c1	-5	0%	12	0%	-1.7
3	O=S(=O)([N-]c1nc2ccccc2nc1-n1cc[n+](Cc2ccccc2)c1)c1ccc(Cl)cc1	-4	-6%	-18	0%	-4.8
4	C=CCc1c(C)c(C#N)c2nc3ccccc3n2c1NCCN(C)C	-3	-4%	15	1%	0.3
5	N=c1cc(C2(O)CCCCC2)n2c(nc3ccccc32)s1	0	-7%	18	0%	-0.8
6	O=C(NC[C@@H]1CCCO1)c1cccc2c1C(=O)c1ccc(N3CCOCC3)cc1S2(=O)=O	27	0%	72	0%	-0.1
7	CC(C)N1CCN(Cc2ccc(OCc3ccccc3)cc2)CC1CCO (stereo not drawn)	3	-1%	0	?	-0.1
8	Cc1ccccc1NC(=O)CSc1nc2ccccc2c(=O)n1CC1CCCO1 (stereo not drawn)	-10	9%	-16	-27%	-0.3
9	C[C@@H](CN1C2=NC[C@H](Cc3ccc(O)cc3)N2C[C@H]1Cc1ccc(O)cc1)NC(=O)CCC1CCCCC1	-19	-1%	-15	3%	-0.3
10	CCOc1ccccc1-n1c(SCC(=O)Nc2nccs2)nnc1-c1ccoc1C	-2	-3%	-1	?	-1.3

nr	GLP1R cytotox	PI5P4Ka inh	PLK1 PBD inh	GLP-1R agonist
1	-10%	.	1%	-1%
2	-13%	.	-4%	4%
3	6%	1	-17%	1%
4	20%	-1	-10%	1%
5	-9%	.	-6%	-6%
6	-1%	-6	3%	-1%
7	-24%	-4	-11%	2%
8	0%	-11	-15%	11%
9	-20%	-11	-21%	15%
10	-3%	-3	-1%	-3%

Later entries:
nr	SMILES	D3 ag	WRN helicase inh	DRD3 antagonist	GLP1R inv ag	IL-2 act
11	O=C(c1ccccc1Cl)N1CCC(n2cccc2)CC1	8	-1%	-8	1%	-1.9
12	CN(C)CCSc1nnc2[nH]c3ccccc3c2n1	-32	4%	?	2%	-3.1
13	O=C(NC(=S)N(CCCCO)C1CCCCC1)c1sc2ccccc2c1Cl	-2	-27%	-21	11%	-1.1
14	Cc1ccc([C@H]2N[C@]3(CCCN(Cc4ccco4)C3=O)[C@H]3C(=O)N(Cc4ccccc4)C(=O)[C@@H]23)cc1	-3	8%	-7	-4%	0.1
15	Cc1ccc(CNC(=O)CSc2nc(=O)n3ccccc3n2)cc1	-7	-8%	-16	3%	-0.8
16	CCC1CCCCN1CCCNC(=O)c1ccc2c(c1)N(Cc1ccc(F)cc1)C(=O)c1ccccc1S2=O (stereo not drawn)	-8	-7%	?	?	-4.1
17	O=C1CN(C(=O)c2ccccc2F)C(c2ccc(F)cc2)c2cc(F)ccc2N1 (stereo not drawn)	12	-3%	-1	-18%	0.5
18	Cc1c(NC(=O)COC(=O)Cn2cc(C(F)(F)F)ccc2=O)cccc1[N+](=O)[O-]	-13	-6%	6	17%	-0.1
19	COc1ccccc1NC(=O)CSc1nnc(-c2ccccn2)o1	32*	-5%	12	19%	4.7
20	COC(=O)CCCC1=CC2=C(c3ccccc3)C(=O)C(C)(OC(=O)C3CCCC3)C(=O)C2=CN1C1CC1 (stereo not drawn)	-10	-3%	0	25%	-0.3

nr	GLP1R cytotox	PI5P4Ka inh	PLK1 PBD inh	GLP-1R agonist
11	6%	-1	-1%	0%
12	23%	-1	-20%	3%
13	?	.	?	17%
14	4%	-2	-15%	-1%
15	13%	0	-4%	-1%
16	?	2	-9%	-5%
17	-6%	3	3%	13%
18	-24%	-2	-6%	-5%
19	4%	-21	-17%	3%
20	-2%	-1	-11%	1%

Looked up by structure from above (2):
nr	SMILES	D3 ag	WRN helicase inh	DRD3 antagonist	GLP1R inv ag	IL-2 act
6	O=C(NC[C@@H]1CCCO1)c1cccc2c1C(=O)c1ccc(N3CCOCC3)cc1S2(=O)=O	27	0%	72	0%	-0.1
17	O=C1CN(C(=O)c2ccccc2F)C(c2ccc(F)cc2)c2cc(F)ccc2N1 (stereo not drawn)	12	-3%	-1	-18%	0.5

nr	GLP1R cytotox	PI5P4Ka inh	PLK1 PBD inh	GLP-1R agonist
6	-1%	-6	3%	-1%
17	-6%	3	3%	13%

Additional compounds follow.
nr	SMILES	D3 ag	WRN helicase inh	DRD3 antagonist	GLP1R inv ag	IL-2 act
21	O=C(O)CCC1(C(=O)O)CCC(=O)c2ccccc21 (stereo not drawn)	3	-21%	-10	9%	1.0
22	Nc1ncnc2nc(SCc3ccccc3)[nH]c12	1	-7%	-23	0%	0.0
23	O=C1NCCn2ccc(=O)cc21	-9	-3%	26	6%	-0.6
24	COc1ccc(-n2nnnc2SCC(=O)Nc2ccccc2F)cc1	2	3%	20	4%	0.7
25	COc1ccccc1-c1c(C)nn2c(N)c(-c3ccccc3)cnc12	-4	4%	-3	?	-0.4
26	COc1ccc2nc(SC(C)C(=O)NC3CCCC3)[nH]c2c1 (stereo not drawn)	-5	-4%	7	?	-0.3
27	CC(=O)N1CCc2cc3nc(C)cc(C)c3cc21	-3	-27%	?	0%	-3.0
28	O=C(c1cc(-c2cccnc2)nc2ccccc12)N1CCCc2ccccc21	-3	-7%[57.1 µM]	-4	?	0.3
29	Cc1ccc(CNC(=O)C2CCCN(S(=O)(=O)N3CCC(C)CC3)C2)cc1 (stereo not drawn)	2	-1%	10	-21%	0.2
30	Cc1ccc(NC(=O)CN(c2ccccc2)S(=O)(=O)N(C)C)cc1C	-7	-14%[57.1 µM]	-24	-19%	-2.9

nr	GLP1R cytotox	PI5P4Ka inh	PLK1 PBD inh	GLP-1R agonist
21	4%	-2	3%	-2%
22	8%	4	-4%	6%
23	1%	0	4%	0%
24	5%	3	-6%	1%
25	-12%	0	-14%	22%
26	-17%	-4	4%	8%
27	9%	2	-5%	7%
28	-17%	-1	-13%	9%
29	-12%	4	2%	-3%
30	-6%	1	-1%	2%

Two consecutive compounds out of the list so far, quoted:
nr	SMILES	D3 ag	WRN helicase inh	DRD3 antagonist	GLP1R inv ag	IL-2 act
29	Cc1ccc(CNC(=O)C2CCCN(S(=O)(=O)N3CCC(C)CC3)C2)cc1 (stereo not drawn)	2	-1%	10	-21%	0.2
30	Cc1ccc(NC(=O)CN(c2ccccc2)S(=O)(=O)N(C)C)cc1C	-7	-14%[57.1 µM]	-24	-19%	-2.9

nr	GLP1R cytotox	PI5P4Ka inh	PLK1 PBD inh	GLP-1R agonist
29	-12%	4	2%	-3%
30	-6%	1	-1%	2%

Carrying on:
nr	SMILES	D3 ag	WRN helicase inh	DRD3 antagonist	GLP1R inv ag	IL-2 act
31	O=C(O)Cc1ccc(NC(=O)Nc2ccc(Br)cc2)cc1	4	-6%	1	10%	6.2
32	COc1cccc(CNC(=O)c2cc(C3CC3)nc3c2cnn3C(C)C)c1	-2	1%	4	?	0.3
33	Cn1c(=NC(=O)COc2ccccc2)sc2cc(F)cc(F)c21	-1	-1%	-4	29%	-1.7
34	O=C(COC(=O)Cc1ccc(Cl)cc1)NC1CCCC1	6	5%	-28	0%	2.1
35	C/C(=N\NC(=O)C1CC1)c1ccc(C)c(C)c1	-2	0%	-6	?	-2.7
36	O=C(C(c1ccccc1)c1ccccc1)N(Cc1ccco1)C1CCS(=O)(=O)C1 (stereo not drawn)	-6	-2%	-23	-18%	-3.8
37	COc1ccccc1OCC(=O)N/N=C1\CCc2ccccc21	3	-8%	17	-27%	-2.7
38	O=C(NC1CCN(Cc2ccccc2)CC1)C1CCCN(S(=O)(=O)c2cccc3nonc23)C1 (stereo not drawn)	-33	-4%	-7	?	-0.6
39	CCc1ccc(NC(=O)CN(CC(=O)Nc2ccc(CC)cc2)CC(C)O)cc1 (stereo not drawn)	-4	-5%	28	?	0.0
40	COC(=O)c1cc(OC)c(OC)cc1NC(=O)CCCCCN1C(=O)CCC1=O	5	6%	13	7%	-2.2

nr	GLP1R cytotox	PI5P4Ka inh	PLK1 PBD inh	GLP-1R agonist
31	-1%	-1	-2%	1%
32	-26%	5	-7%	19%
33	-23%	5	-9%	3%
34	-4%	1	5%	3%
35	?	3	-7%	0%
36	-22%	-1	-4%	-7%
37	-21%	0	-1%	8%
38	1%	5	4%&-6%	1%
39	-11%	19	27µM*	1%
40	-11%	3	30µM*	-3%

Later entries:
nr	SMILES	D3 ag	WRN helicase inh	DRD3 antagonist	GLP1R inv ag	IL-2 act
41	CN(C)CCOC(=O)c1cccc(Br)c1	-10	-10%[57.1 µM]	0	20%	-0.3
42	C=CCNC(=S)/N=c1\sccn1C	-5	1%	-13	21%	-3.2
43	O=C(COC(=O)C1CCCCC1)Nc1ccccc1OC(F)F	2	?	11	14%	0.6
44	Cc1ccccc1OCC(=O)NCC(=O)N/N=C/c1ccc(Br)o1	5	-25%	-21	2%	1.3
45	O=C(Nc1cccs1)Nc1c(F)c(F)cc(F)c1F	-2	6%	4	12%	-4.5
46	CCCCOCCCNC(=O)N[C@H](C(=O)OC)C(C)CC (stereo partly drawn)	7	-1%	11	-4%	-0.4
47	Cc1cc(C)cc(OCC(=O)OCC(=O)c2ccc3c(c2)NC(=O)CO3)c1	7	9%	17	-1%	-1.6

nr	GLP1R cytotox	PI5P4Ka inh	PLK1 PBD inh	GLP-1R agonist
41	6%	-6	-2%	0%
42	7%	-4	?	3%
43	6%	-68*	3µM*	3%
44	-10%	-6	-4%	-27%
45	16%	-1	-4%	10%
46	0%	10	4%	3%
47	-20%	-3	0%	-3%

Bioassay records as filed in PubChem.

Outcome played no part in choosing rows. Share with any hit: about 7.8%.
